# TEAD-YAP inh = TEAD-YAP interaction inhibition, primary screen, TEAD-YAP interaction inhibitor project, luminescence, HEK-TIYL cells; TEAD-Gal4/YAP UAS-luciferase luminescence; inhibition, % at 9.12 µM; actives 1.4% (n = 640,000); AID 1259422, 2018; in the data active = inhibition above about 32%;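 note: 0% = median of test compound wells and 100% = reference inhibitor wells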
# GPR151 ag = activators of human GPR151, primary screen, cell-based, PathHunter beta-arrestin, luminescence; actives 1% (n = 650,000); activation, % at 11.2 µM; G-protein coupled receptor 151 (Homo sapiens), Q8TDV0; PathHunter beta-arrestin GPR151 cells; in the data active = activation above about 4.9%;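 note: 0% = median of compound wells and 100% = cells with positive control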
# Target sequence (Q8TDV0 whole entry, looked up): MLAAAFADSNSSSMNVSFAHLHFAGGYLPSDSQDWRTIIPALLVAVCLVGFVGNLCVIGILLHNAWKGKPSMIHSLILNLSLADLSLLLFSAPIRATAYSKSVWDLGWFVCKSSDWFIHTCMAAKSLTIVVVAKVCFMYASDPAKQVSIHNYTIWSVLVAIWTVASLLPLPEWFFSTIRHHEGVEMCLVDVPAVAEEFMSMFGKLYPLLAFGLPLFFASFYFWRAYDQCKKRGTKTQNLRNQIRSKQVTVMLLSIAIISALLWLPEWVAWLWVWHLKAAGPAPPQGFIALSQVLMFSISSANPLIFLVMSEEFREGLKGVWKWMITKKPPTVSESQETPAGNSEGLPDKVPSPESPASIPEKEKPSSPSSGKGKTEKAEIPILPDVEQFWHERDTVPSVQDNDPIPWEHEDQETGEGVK
# MITF primary = MITF inhibitors, primary screen, biochemical, AlphaScreen, human. Microphthalmia-associated transcription factor (Homo sapiens), O75030. AlphaScreen MITF homodimerization, bead proximity signal. inhibition, % at 2.6 µM. actives 0.91% (n = 650,000); in the data active = inhibition above about 50%;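 note: 0% = vehicle wells with protein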
# FBW7 act = FBW7 E3 ligase activators, primary screen, biochemical, AlphaScreen, human | AID 1259310, 2017 | F-box/WD repeat-containing protein 7 (Homo sapiens), Q969H0 | actives 0.13% (n = 650,000) | AlphaScreen FBW7–phospho-cyclin E peptide binding, activator screen | normalized activity (activation), % at 26.1 µM; in the data active = normalized activity above about 1.9%;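 note: purified mutant Fbw7 with reduced substrate affinity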
# Target sequence (Q969H0 whole entry, looked up): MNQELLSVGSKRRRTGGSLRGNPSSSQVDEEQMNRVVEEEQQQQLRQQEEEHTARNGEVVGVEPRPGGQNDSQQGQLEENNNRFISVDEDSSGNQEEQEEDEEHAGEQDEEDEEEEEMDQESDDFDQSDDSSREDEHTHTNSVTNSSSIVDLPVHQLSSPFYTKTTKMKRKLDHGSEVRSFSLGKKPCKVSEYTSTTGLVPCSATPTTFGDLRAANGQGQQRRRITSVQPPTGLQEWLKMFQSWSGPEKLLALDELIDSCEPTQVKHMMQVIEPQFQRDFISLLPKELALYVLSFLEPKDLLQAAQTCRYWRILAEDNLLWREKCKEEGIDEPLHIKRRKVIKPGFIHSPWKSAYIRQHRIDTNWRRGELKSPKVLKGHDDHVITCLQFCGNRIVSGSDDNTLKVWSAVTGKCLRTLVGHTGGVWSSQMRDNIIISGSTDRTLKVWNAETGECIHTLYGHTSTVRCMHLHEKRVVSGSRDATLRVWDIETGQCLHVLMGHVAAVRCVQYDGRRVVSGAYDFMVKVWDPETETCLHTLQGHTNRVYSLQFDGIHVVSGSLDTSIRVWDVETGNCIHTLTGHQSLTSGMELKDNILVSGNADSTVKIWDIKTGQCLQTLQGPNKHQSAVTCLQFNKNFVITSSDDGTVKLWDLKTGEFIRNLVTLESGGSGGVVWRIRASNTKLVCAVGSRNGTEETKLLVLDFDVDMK
# Numbers without * were called inactive; . = no result given; & = joins results of further samples. This is a subset; count on the stated rates, not on these rows.
SMILES,TEAD-YAP inh,GPR151 ag,MITF primary,FBW7 act
Clc1ccc(C(OCCN2CCCCC2)c2ccccc2)cc1 (centres undefined),-3,-0.1&-0.8,-12&12,-0.2&-0.1
CCc1[nH]nc2c1C(c1ccc(N(C)C)cc1)C(C#N)=C(N)O2 (centres undefined),-17,-0.9,15,0.0
Nc1ccc(/C=C2\C(=O)C3CCN2CC3)cc1,11,-0.1,13,1.5
COc1ccc(CCN(C)C2CCCN(C(=O)Cc3ccn(C)c3)C2)cc1OC (centres undefined),6,0.4,8,0.1
CCC1(C(=O)c2ccc(Cl)cc2)C2c3cc(Br)ccc3OC(=O)C21C(=O)OCCC(C)C (centres undefined),2,-2.2,0,0.0
CC(C)OC(=O)C1(O)c2ccccc2-c2ccccc21,3,0.2,15,-0.1
COC1CCCCC1NCCc1ccc(Cl)cc1 (centres undefined),4,-0.3,15,-0.5
Cc1ccc(-n2c(/C=C/c3sccc3C)nc3ccccc3c2=O)cc1,4,0.7,3,0.2
COc1ccc(OCC#CCN2CCC(C)CC2)cc1,-7,-1.8,33,-0.3
Cc1[nH]c2c(Cl)ccc(Cl)c2c1CCN,-1,6.8*,0,0.0
CC1N=C(c2ccccc2)c2ccccc2N(CC(=O)NCc2ccccc2)C1=O (centres undefined),-1,-0.6,0,0.0
COc1cccc(CN2CCN(C(=O)Cc3n[nH]c(=O)c4ccccc34)[C@@H](C)C2)c1,-4,0.3,5,-0.1
Cc1ccc2c(c1)C(=O)CC1(CCNCC1)O2,-2,2.0,4,0.1
CCN(CC)C(=O)c1ccc(NC(=O)CN2CCCCC2)cc1,-3,-1.4,12,0.1
CCC/C(=N\O)c1c[nH]c2ccccc12,3,-0.1,8,0.1
CN1CCN(c2ccc(NC(=O)CCl)cc2)CC1,9,0.9,-16,-0.1
COc1ccc(CN2CCN(C)CC2)cc1O,13,-0.5,7,0.1
CC(C)(N)C(=O)Nc1ccc(Br)cc1C(=O)c1ccccc1Cl,10,0.8,-13,-0.1
NC12CN3CN(CN(C3)C1)C2,0,0.0,-6,0.0
CN1C(=O)C(=Cc2ccc(-c3ccc(O)c(C(=O)O)c3)o2)C(=O)N(C)C1=O,9,-0.2,36,-0.2
COc1cc(CN2CCN(C)CC2)cc(OC)c1,9,-0.6,6,0.7
O=C1Nc2ccccc2C1=Cc1nc2ccccc2c(=O)n1-c1ccc(Br)cc1,3,-0.6,6,0.2
C=CCN1C(=O)C2(C(C(=O)OC)=C(N)OC3=C2C(=O)CCC3)c2ccccc21 (centres undefined),-1,0.4,11,0.1
O=C1c2ccccc2NC(c2cccnc2)N1O (centres undefined),8,-1.0,5,0.0
N#CCCn1cc(C(N)=O)c(-c2cccc(Br)c2)n1,7,0.6,-12,-0.2
CCOc1ccc(CN2CCN(Cc3cccc(C)c3)CC2)cc1,14,1.4,54*,-0.1
COC(=O)C1C2c3ccccc3O[C@]1(C)N=c1s/c(=C/c3ccccc3Cl)c(=O)n12 (some centres undefined),-3,0.9,-5,-0.5
CCCOP(=O)(OCCC)C(NC(=O)c1ccccc1)=C(Cl)Cl,5,2.2,12,0.0
Clc1cccc(CN2CCCCC2c2cccnc2)c1 (centres undefined),2,0.2,3,-0.1
CC1CCc2c(cnc3scn[n+]23)C1 (centres undefined),14,1.2,-1,-0.1
CNCCc1cnc[nH]1,.,-1.0,23,-0.1
O=[N+]([O-])c1ccc(CNCCc2ccc(Cl)cc2)cc1,-1,0.5,30,0.0
Cc1ccc(C=C2C(=O)NC(=S)NC2=O)o1,10,0.1,67*,-0.4
Nc1nnc(Sc2ccc([N+](=O)[O-])c3nonc23)s1,-2,-0.9,12,-0.5
Cc1cccc(CN2CCN3C(=O)[C@H](C)N(C)C(=O)[C@H]3C2)n1,-16,-1.2,-15,0.0
CCn1cc(C(=O)N2CCC3(CC2)OCCO3)c2cc(OC)c(OC)cc2c1=O,3,-0.4,7,-0.1
Cc1nc2ccc(NC(=O)CN3C4CCC3CC(O)(c3ccccn3)C4)cc2[nH]1 (centres undefined),13,-0.8,-5,-0.1
CCC(C)(C)n1nnnc1CN1CCN(C)CC1,-2,-0.4,-3,0.0
CCOC(C(=O)OCC(=O)Nc1ccccc1C#N)(c1ccccc1)c1ccccc1,6,-1.0,-2,0.0
Nc1nnc(CCN2CCOCC2)s1,20,-0.5,15,0.6
Cc1ccc(C=C2C(=O)NC(=O)NC2=O)s1,-8,-1.4,-5,-0.7
CC(=O)NC(OCCn1c([N+](=O)[O-])cnc1C)C(Cl)(Cl)Cl (centres undefined),1,-0.7,8,0.0
CCOC(=O)C(NC(C)=O)C(OC(C)=O)c1cccc(N(CCCl)CCCl)c1 (centres undefined),4,1.2,16,0.1
COc1cc(CC2C(=O)N(C)C(=O)N(C)C2=O)cc(OC)c1OC,0,0.9,4,0.3
CCCCCCC(=O)CCCCCC/C=C/C[C@@H](O)[C@H](O)[C@@](N)(CO)C(=O)O,-11,2.3&3.6,-3&17,-0.1
Cc1cccnc1NC1=NCC(C)S1 (centres undefined),-7,-0.4,19,-0.1
OC1(c2ccc(F)cc2)CC2CCC(C1)N2Cc1nnnn1Cc1ccco1 (centres undefined),3,0.6,13,0.0
Cc1cccc(CN2CCN(c3ccc([N+](=O)[O-])cc3)CC2)c1,-8,-0.3,19,-0.1
O=C(c1cc([N+](=O)[O-])ccc1N1CCNCC1)N1CCCCC1,3,-1.0,10,0.8
O/N=C/c1c[nH]c2ccccc12,8,-0.8,-2,-0.2

# One compound at a time (already shown). Order of values: TEAD-YAP inh | GPR151 ag | MITF primary | FBW7 act
# `O/N=C/c1c[nH]c2ccccc12` as listed: 8 | -0.8 | -2 | -0.2
# `O=C(c1cc([N+](=O)[O-])ccc1N1CCNCC1)N1CCCCC1` as listed: 3 | -1.0 | 10 | 0.8
# `Cc1cccnc1NC1=NCC(C)S1` (centres undefined) as listed: -7 | -0.4 | 19 | -0.1
# `CCCCCCC(=O)CCCCCC/C=C/C[C@@H](O)[C@H](O)[C@@](N)(CO)C(=O)O` as listed: -11 | 2.3&3.6 | -3&17 | -0.1

# (continued)
SMILES,TEAD-YAP inh,GPR151 ag,MITF primary,FBW7 act
O=C1CC(=O)N(c2ccc(Cl)cc2Cl)C(=O)N1,-9,0.6,8,0.0
C[n+]1c2ccccc2nc2ccc(NC3CCCCC3N)cc21 (centres undefined),77*,-0.2,20,-0.5
CO[C@H]1C=C2CCN(C)[C@H]2C2c3cc4c(cc3C(=O)O[C@@H]21)OCO4 (some centres undefined),3,-0.5,24,0.0
Cc1cccc(NC(O)C(Cl)(Cl)Cl)n1 (centres undefined),-4,0.5,-18,0.1
OCCC1CN(Cc2cccc(F)c2)CCN1Cc1ccccc1 (centres undefined),4,-2.3,-15,-0.1
c1cc(N2CCNCC2)c2cc[nH]c2c1,.,-0.6,23,.
O=P1(O)COc2ccccc2OC1,6,1.1,24,-0.3
Cc1ccc(CS(=O)(=O)Cc2ccc(C(=O)N3CCC4(CC3)OCCO4)o2)cc1,-1,0.0,5,-0.1
COc1ccccc1N1CCN(C(=O)C(O)(c2ccccc2)c2ccccc2)CC1,-2,2.6,4,-0.3
N#CC(c1c[nH]c2ccccc12)N1CCCC1 (centres undefined),9,3.1,4,0.0
CCC(=O)c1ccc(C(=O)C23CN4CN(CN(C4)C2)C3)cc1,6,-0.4,11,0.2
Cc1ccc(P(=S)(N2CCOCC2)N2CCOCC2)o1,-6,3.2,2,-0.4
Cc1ccc(OCC(=O)Nc2ccc(Cl)cc2C(=O)c2ccccc2)cc1,12,0.0,-2,0.0
COc1cccc(-n2c(/C=C/c3cccc(C)c3)nc3ccccc3c2=O)c1,7,2.9,5,-0.2
CCOC(=O)c1nc2ccccc2c(=O)n1-c1c(F)cccc1F,-2,-1.6,5,0.3
CCN(CC)c1ccc(C2C(C#N)=C(N)Oc3c2c(=O)oc2ccccc32)cc1 (centres undefined),17,1.4,-3,-0.2
CCn1ccnc1P(=S)(N(C)C)N(C)C,0,3.2,23,0.0
CCn1c(O)c(C=NCc2ccccc2)c(=O)[nH]c1=S,6,0.9,0,-0.1
CN(C)S(=O)(=O)c1ccc(N2CCNCC2)cc1,-9,0.9,2,0.0
CN1CCC(O)(c2ccccc2)C2CCCC21 (centres undefined),7,-0.3,-1,-0.2

# 2 compounds drawn at random from those above:
SMILES,TEAD-YAP inh,GPR151 ag,MITF primary,FBW7 act
CCOC(=O)c1nc2ccccc2c(=O)n1-c1c(F)cccc1F,-2,-1.6,5,0.3
CCN(CC)c1ccc(C2C(C#N)=C(N)Oc3c2c(=O)oc2ccccc32)cc1 (centres undefined),17,1.4,-3,-0.2

# Other structures
SMILES,TEAD-YAP inh,GPR151 ag,MITF primary,FBW7 act
COc1ccc(CNC(=O)/C=C/c2ccc3[nH]cc(CCN(C)C)c3c2)cc1,-6,0.8&-1.0,-51&2,-0.2&-0.1
N#Cc1cc([N+](=O)[O-])ccc1N1CC2CC(C1)c1cccc(=O)n1C2 (centres undefined),2,2.0,13,0.0
CC(C)CCn1c(=O)c(C(=O)Nc2cccnc2)c(O)c2ccccc21,0,1.1,9,0.4
O=C(Nc1cccc(Cl)c1N1CCNCC1)c1ccc(Br)o1,-10,-0.2,1,0.1
Cc1ccc2c(c1)[C@@H]1CN(C)CC[C@@H]1N2,-3,-1.1,10,0.1
CC(Cc1ccsc1)NC1CCN(c2ccc(NS(=O)(=O)N(C)C)cc2)CC1 (centres undefined),-8,-1.2,0,-0.1
C=C1C[C@@H]2[C@H](CC[C@]3(C)C(=O)CC[C@@H]23)[C@@]2(C)C=CC(=O)C=C12,.,2.6,7,0.0
COc1cc([N+](=O)[O-])ccc1-n1c(/C=C/c2ccccc2)nc2ccccc2c1=O,13,0.8,-1,0.0
Cc1ccc(OCC(=O)N2CCN(C3CCCCCC3)CC2)cc1,-5,-1.2,39,0.0
CCN1CCN(c2cc(N3CCCCC3)c([N+](=O)[O-])cc2F)CC1,15,0.7,6,1.1
O=C1C2CCCN2C(c2cccnc2)N1c1ccc(Cl)c(Cl)c1 (centres undefined),0,0.9,5,-0.1
NC(=O)CI,2,0.1,25,0.8
CCCCOP(=O)(Cc1ccccc1)OCCCC,9,-0.1,1,-0.1
CCc1cc2c(s1)NC(=O)CN=C2c1ccccc1C,29,0.1,0,-0.1
CCCCOc1ccc(C(=O)Nc2ccc(Br)cc2C(=O)c2ccccc2)cc1,-1,0.1,11,0.2
CCNCC1(c2ccc(OC)c(OC)c2)CCCC1,2,0.0,-6,-0.1
O=C(OC1CCN(CCCl)CC1)C(c1ccccc1)c1ccccc1,1,-1.9,8,0.0
C=CCOC(=O)C1=C(C)OC(N)=C(C#N)C12C(=O)N(CC=C)c1ccccc12 (centres undefined),1,0.3,-5,-0.1
O=C(c1ccccc1)c1cc(Cl)ccc1NC(=O)c1cnc2n(c1=O)CCS2,6,-0.4,9,0.2
CCCCOc1ccc(C(=O)Nc2ccc(Br)cc2C(=O)c2ccccc2Cl)cc1,-4,1.2,10,0.1

# A second format for some results above:
SMILES	TEAD-YAP inh	GPR151 ag	MITF primary	FBW7 act
O=C(OC1CCN(CCCl)CC1)C(c1ccccc1)c1ccccc1	1	-1.9	8	0.0
C=CCOC(=O)C1=C(C)OC(N)=C(C#N)C12C(=O)N(CC=C)c1ccccc12 (centres undefined)	1	0.3	-5	-0.1

# Other structures
SMILES,TEAD-YAP inh,GPR151 ag,MITF primary,FBW7 act
COc1ccc(Br)cc1CN1CCN(C(=O)COc2cccc(C)c2)CC1,5,-0.2,58*,-0.1
O=c1oc2ccccc2c(O)c1C(c1ccccc1Cl)c1c(O)c2ccccc2oc1=O,2,0.6,5,0.0
CC12CNCC(c3ccccc3)(CNC1)C2=O,2,2.3,-7,-0.1
S=P1(NCc2ccccc2)NC(=NCc2ccccc2)c2c(nc3n2CCC3)N1 (centres undefined),9,0.1,1,-0.1
COc1ccc(Cl)cc1NC(=O)c1sc2nc3c(cc2c1N)C1CCN3CC1,-3,-0.5,-1,0.1
O=C(Cc1ccccc1)N1CCN(CC2CC=CCC2)CC1 (centres undefined),2,-0.3,29,-0.1
COc1ccc(Cl)cc1-n1c(/C=C\c2ccc(F)cc2)nc2ccccc2c1=O,7,0.1,13,0.0
CC(=O)O[C@H]1C(OC=C(C)C(=O)O)C(C)(C)CC2C3=CCC4C5(C)CCC(OC6O[C@H](C(=O)O)[C@@H](O[C@@H]7O[C@H](CO)[C@@H](O)[C@H](O)[C@H]7O)[C@H](O)[C@H]6O[C@@H]6O[C@H](CO)C(O)[C@H](O)[C@H]6O)[C@](C)(CO)C5CCC4(C)[C@]3(C)C[C@@H](O)C21CO (some centres undefined),.,4.6,14,0.2
Cc1cccc(N2CCN(CC(=O)Nc3ccc(Cl)cc3C(=O)c3ccccc3Br)CC2C)c1 (centres undefined),-19,-0.6,-2,0.0
Cc1nc2ccc(I)cc2c(=O)n1-c1ccc(Br)cc1[N+](=O)[O-],2,0.6,9,-0.1
CCC(C)C1(CC)C(=O)NC(=O)N=C1N (centres undefined),-5,0.0,5,0.1
COc1cc(/C=C2\C(=O)NC(=O)N(c3ccc([N+](=O)[O-])cc3)C2=O)ccc1OCC(=O)O,12,0.0,9,-0.1
O=C(N1CCN(c2ccc(F)cc2)CC1)C(O)(c1ccccc1)c1ccccc1,1,0.1,-7,0.0
NCCc1ccc(S(N)(=O)=O)cc1,6,0.0,-2,-0.1

# Screens from PubChem.
